JMJD2C inh: inhibitors of GASC-1 histone demethylase, primary screen, biochemical, fluorescence, DELFIA europium; Lysine-specific demethylase 4C (Homo sapiens), Q9H3R0; GST-JMJD2C(1-420) H3K9me3 demethylation; inhibition, % at 2.35 µM; 0.069% of 330,000 active;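 active means more than half of a compound's replicate wells show inhibition beyond 50%, single wells judged on their own value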;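 further: signal counts dimethyl H3K9 product captured on neutravidin plate; 0% = median of DMSO wells and 100% = 0.3 times that DMSO median; strong numbers were not always called active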
Target sequence (Q9H3R0 1-420 limits assumed): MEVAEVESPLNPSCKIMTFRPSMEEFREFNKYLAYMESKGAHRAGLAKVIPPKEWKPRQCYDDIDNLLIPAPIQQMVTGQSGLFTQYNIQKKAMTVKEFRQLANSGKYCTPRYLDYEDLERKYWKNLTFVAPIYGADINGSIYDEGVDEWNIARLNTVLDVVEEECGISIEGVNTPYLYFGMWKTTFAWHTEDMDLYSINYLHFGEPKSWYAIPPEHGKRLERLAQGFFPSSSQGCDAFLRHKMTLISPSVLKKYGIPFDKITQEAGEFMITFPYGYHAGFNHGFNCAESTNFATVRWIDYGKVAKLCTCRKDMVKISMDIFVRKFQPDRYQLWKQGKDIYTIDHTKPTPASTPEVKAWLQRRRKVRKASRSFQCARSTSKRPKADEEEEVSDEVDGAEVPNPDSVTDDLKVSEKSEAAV
LYPLA2 counter: LYPLA2 inhibitors, primary screen, counter-screen for PME1 inhibitor project, biochemical, fluorescence polarization, FP-Rh probe ABPP. recombinant LYPLA2. inhibition, % at 5.9 µM. 0.38% of 320,000 active. AID 2177, 2009;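 active means inhibition above the screen-wide mean plus 3 SD, limit set per campaign, cut at about 26% in these data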;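 further: 0% = LYPLA2 with DMSO and 100% = wells lacking LYPLA2 enzyme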
Target sequence (O95372 whole entry, looked up): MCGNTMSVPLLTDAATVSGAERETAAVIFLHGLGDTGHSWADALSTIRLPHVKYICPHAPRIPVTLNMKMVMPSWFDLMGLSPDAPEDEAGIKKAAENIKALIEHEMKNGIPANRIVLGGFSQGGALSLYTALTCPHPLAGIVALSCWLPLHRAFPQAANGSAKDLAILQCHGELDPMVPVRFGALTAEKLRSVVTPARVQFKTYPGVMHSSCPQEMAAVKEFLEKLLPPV
PP1 inh: PP1-alpha phosphatase inhibitors, primary screen, counter-screen for PP5 inhibitor project, biochemical, fluorescence, OMFP substrate, single point; Serine/threonine-protein phosphatase PP1-alpha catalytic subunit (Homo sapiens), P62136; purified PP1alpha; inhibition, % at 6.7 µM; 0.9% of 320,000 active; AID 2235, 2010;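 active means inhibition above the mean inhibition of all tested compounds plus 3 SD, computed separately for each screening campaign, cut at about 15% in these data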
Target sequence (P62136 whole entry, looked up): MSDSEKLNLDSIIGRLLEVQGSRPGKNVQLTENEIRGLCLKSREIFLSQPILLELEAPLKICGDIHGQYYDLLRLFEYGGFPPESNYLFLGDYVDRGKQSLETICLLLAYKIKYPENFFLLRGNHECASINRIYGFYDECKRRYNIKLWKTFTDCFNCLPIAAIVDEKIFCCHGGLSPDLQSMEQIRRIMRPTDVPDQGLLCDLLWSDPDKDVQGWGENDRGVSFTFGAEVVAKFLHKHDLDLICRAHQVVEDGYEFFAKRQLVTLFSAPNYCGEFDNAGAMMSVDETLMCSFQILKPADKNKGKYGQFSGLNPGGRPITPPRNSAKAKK
PREPL inh: PREPL enzyme inhibitors, primary screen, biochemical, fluorescence polarization. inhibition, % at 5.96 µM. 0.68% of 320,000 active. AID 2751, 2010. recombinant PREPL, fluorescence polarization activity-based probe. Prolyl endopeptidase-like (Homo sapiens), Q4J6C6; in the data active means inhibition above about 43%;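 further: 0% = enzyme with DMSO and 100% = wells lacking enzyme; many of its hits are not listed in these tables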
Efflux pump mplx: inhibitors of Candida efflux pumps in yeast, primary screen, S. cerevisiae, Nile Red, multiplex; AID 485275, 2010; S. cerevisiae Candida pump triplex; inhibition, % at 10 µM; 0.44% of 330,000 active;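 active means plate passing quality check with inhibition over a set limit, or well fluorescence over plate mean plus 4 SD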;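 further: Nile Red retained in pooled yeast measured as flow cytometry median fluorescence; 0% = buffer negative control and 100% = Enniatin B positive control; higher means more Nile Red kept so more efflux inhibition; some compounds called inactive have numbers as strong as hits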
PP5 primary: PP5 phosphatase inhibitors, primary screen, biochemical, fluorescence | inhibition, % at 6.7 µM | 0.18% of 320,000 active | Serine/threonine-protein phosphatase 5 (Homo sapiens), P53041 | purified PP5c, OMFP substrate fluorescence;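 active means inhibition above the campaign's mean inhibition across all tested compounds plus 3 SD, cut at about 9.5% in these data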;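 further: 0% = DMSO only and 100% = 100 µM cantharidin control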
CTSL1 counter: Fasciola hepatica cathepsin L1 inhibitors, primary screen, counter-screen for PFM18AAP inhibitor project, biochemical, QFRET, fluorogenic peptide substrate | recombinant F. hepatica cathepsin L1, Z-Leu-Arg-MCA fluorescence | inhibition, % at 5.96 µM | 0.49% of 300,000 active;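 active means inhibition above the mean of all tested compounds plus 3 SD, set per screening campaign, cut at about 17% in these data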;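 further: 0% = plate median of test compound wells and 100% = 1 µM Z-Phe-Ala-diazomethylketone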
TPT1 inhibitor: Candida albicans TPT1 enzyme inhibitors, primary screen, biochemical, fluorescence polarization | AID 1962, 2009 | inhibition, % at 5 µM | recombinant caTPT1, FP RNA substrate dephosphorylation | tRNA 2'-phosphotransferase TPT1 (Candida albicans SC5314) | 0.81% of 300,000 active;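 active means inhibition above the mean of all tested compounds plus 3 SD, set per screening campaign, cut at about 24% in these data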;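 further: plate controls were DMSO alone for no effect and ferristatin control at 100 nM for full effect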
core dimer inh: inhibitors of HCV core protein dimerization, primary screen, biochemical, TR-FRET, high-throughput. TR-FRET GST/Flag-core106 dimerization, 1536-well. inhibition, % at 5 µM. 0.33% of 300,000 active;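 active means inhibition above the mean of all tested compounds plus 3 SD, set per screening campaign, cut at about 45% in these data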
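Assay system – GST-tagged and Flag-tagged HCV core protein residues 1-106 · Quantity – core106 proteins, GST 13.5 nM and Flag 17 nM · Benchmarks – unlabelled core106 and no-GST-core106 wells · Read-out basis – percent inhibition of core106 dimerization signal · Detection – time-resolved FRET, ex 340 nm, em 617 and 671 nm · Schedule – 4 h at 22.5 °C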
* = called active by the depositor; / = no result given; & = joins results of further samples.

SMILES	JMJD2C inh	LYPLA2 counter	PP1 inh	PREPL inh	Efflux pump mplx	PP5 primary	CTSL1 counter	TPT1 inhibitor	core dimer inh
COC(=O)c1ccccc1NC(=O)c1ccc(COc2ccc3c(c2)CCC3)cc1	8	-1	-5	-8	0.2	-0.3	0	2	4
COC(=O)c1sc(NC(=O)CC(C)C)c(C(=O)OC)c1C	14	-3	2	5	0.1	1.6	1	2	5
CC1CC(C)(C)NC(=S)N1CC(=O)N(C)Cc1ccccc1 (stereo not given)	16	6	-1	10	-0.2	0.8	-3	-2	-11
CC(=O)c1c(C)nc(-c2ccc(Cl)cc2Cl)n1O	-18	-4	-2	10	0.1	0.5	1	3	-3
CCCc1nnc(SCC(=O)NC2CCCCC2)n1CCOC	-31	2	-5	-3	0.1	3.0	1	3	-3
Cc1c(NC(=O)c2cc(-c3ccccc3O)on2)c(=O)n(-c2ccccc2)n1C	5	4	-5	4	-0.2	0.3	4	9	1
Cc1ccc(S(=O)(=O)CC(=O)NC(C)(C)C)cc1	-6	-6	1	-1	-0.1	3.3	-1	0	-1
Cc1ccnc(NC(=O)c2cccc([N+](=O)[O-])c2C)c1	4	0	1	-7	-0.4	1.9	-4	2	-2
CC1CCCCC1NC(=O)CSc1nnc(CN2CCOCC2)n1C (stereo not given)	0	0	-2	-5	0.0	-0.4	-2	-5	4
C/C(Cn1nnc([N+](=O)[O-])n1)=N\NC(=O)c1ccc(Cl)c(Cl)c1	4	2	-1	14	-0.1	1.9	14	1	-4
Cc1ccc(NC(=O)CN(Cc2ccccc2)S(C)(=O)=O)cc1C	-7	0	1	-11	0.0	0.7	0	3	0
CCC(=O)OCC(=O)Nc1ccc2c(c1)OCO2	12	2	1	8	-0.4	0.8	-6	4	9
CCOC(=O)C1=C(C)NC(=O)CC1c1cc(OC)c(OC)cc1Br (stereo not given)	6	3	-2	-3	0.0	4.1	5	5	0
O=C(NC1CC1)c1ccc(CN(c2ccccc2)S(=O)(=O)c2ccccc2)cc1	3	0	1	7	-0.2	1.8	-2	-1	2
COc1ccc(CCNc2oc(-c3ccc(OC)c(OC)c3)nc2P(=O)(OC)OC)cc1OC	1	28*	0	0	-0.1	-3.1	2	-2	-3
CCOC(=O)c1ccc(NC(=O)c2cc3c(s2)CCC3)cc1	0	-1	-8	-3	0.1	3.2	-1	1	25
Cc1ccc(S(=O)(=O)N2CCCCC2)cc1C(=O)N(C)CC(=O)Nc1cccc(F)c1	-3	3	-3	6	0.0	-1.7	-10	-1	-3
Cc1cc(C)nc(/N=C(\N)Nc2ccc(SC(F)F)cc2)n1	-3	3	4	-4	0.0	1.1	-2	-2	-4
O=C(Nc1nc(-c2ccc3c(c2)OCCO3)cs1)C1CCCC1	10	-2	0	-1	-0.1	2.0	-1	-2	1
CCc1cccc(CC)c1NC(=O)c1cccc(N)c1	25	-2	-2	3	0.0	2.4	-2	2	-4
CCCNC(=S)N1CCC(n2cnc3ccccc32)CC1	-7	7	3	8	0.2	1.9	-6	0	2
COC(=O)CSC(C)C(=O)Nc1nnc(C(C)C)s1 (stereo not given)	-1	2	-3	1	0.0	0.5	-3	1	-4
O=C(OCc1cn(-c2ccc(Cl)c(Cl)c2)nn1)c1ccccc1Cl	-3	-11	-2	2	0.0	1.7	-2	1	0
CCCn1nc(Oc2nc(SC)nc(N(C)C)n2)ccc1=O	0	-2	1	-8	0.1	0.0	-1	1	-6
CCOc1ccc(-c2nnc(-c3snc(-c4ccc(F)cc4)c3N=CN(C)C)o2)cc1	4	2	-3	-2	0.0	2.7	0	-4	-20
Cn1cc(S(=O)(=O)N2CCOCC2)cc1C(=O)NCCc1ccccc1	3	3	4	-6	0.5	3.0	-2	-3	1
CCOc1ccc2c(c1)ncn2Cc1ccccc1	19	-4	-5	8	0.6	1.0	-3	2	-1
COc1ccccc1C(=O)Nc1ccnn1C1CCN(C/C=C/c2ccc(F)cc2)CC1	1	8	0	-20	-0.1	3.6	0	-2	11
O=C(Nc1nc(-c2ccccc2)cs1)c1ccc2c(=O)n3c(nc2c1)CCCCC3	1	-65	7	-19	0.6	3.2	0	1	18
Cc1cccc(NNC(N)=S)c1C	-16	5	1	-16	-0.1	2.0	-3	-1	-2
COC(=O)c1c(NC(=S)Nc2ccc(CC(=O)O)cc2)sc(C)c1C	-9	1	-1	5	0.2	-3.4	1	7	9
CCN(CC)C(=O)C1CCCN(C(=O)c2cc(COc3cccc(OC)c3)on2)C1 (stereo not given)	-11	4	-3	3	0.2	3.3	-2	0	-3
CC1(C)c2ssc(=S)c2-c2ccccc2N1C(=O)c1ccco1	0	-9	2	-5	0.1	-1.4	0	1	3
O=C(Cn1nnc2ccccc21)OCC(=O)c1ccccc1	6	1	-1	-2	0.1	0.0	-2	-2	-2
C=CCn1c(SCC(N)=O)nnc1-c1cccc(Br)c1	-1	3	-1	11	-0.1	2.0	-1	-2	-8
NC(=O)c1oc2ccccc2c1NC(=O)c1ccccc1	16	2	2	-1	0.1	0.6	-1	-4	-9
O=C1c2cccc3cccc(c23)C(=O)N1c1ccncc1	/	-1	-1	1	-0.2	0.7	0	3	-2
O=C(NCc1ccncc1)c1cc(C(=O)C2CC2)c[nH]1	-8	-5	2	23	0.0	-0.3	10	0	2
COc1ccc2[nH]c(C)c(CCN3C(=O)OC(C)(C)C3(C)O)c2c1 (stereo not given)	12	-5	-4	6	0.0	0.4	0	0	-17
CN(C)S(=O)(=O)N(CC(=O)N1CCN(c2ccccc2)CC1)c1ccccc1	-17	8	-2	6	-0.2	3.1	-3	-2	0
CCCN=Cc1c(CCC)[nH]n(-c2nc3ccccc3s2)c1=O	1	1	-3	2	-0.1	1.6	0	1	-3
CCCOc1ccc(C(=O)NCC(c2ccco2)N(C)C)cc1OC (stereo not given)	-2	5	-1	3	-0.2	-0.6	1	-142	-10
CCOC(=O)C[C@H]1c2ccccc2S(=O)(=O)N1Cc1cc(OC)c(OC)c(OC)c1	9	0	0	-5	-0.1	0.7	-7	-3	-8
CCCCN(CCCC)CC(O)COc1ccccc1C(=O)Nc1ccccc1 (stereo not given)	4	-3	-1	-23	0.0	-1.0	2	0	0
NC(=O)[C@@H]1CCCN1Cc1nc(-c2ccccc2)no1	57	2	0	4	-0.1	0.7	-5	-4	-5
CN1CCC(OC(=O)c2ccccc2Cl)CC1	-6	2	-3	-6	-0.1	2.0	6	-2	-13
Cc1ccc(C(=O)N2CCN(Cc3ccc4c(c3)OCO4)CC2)c(Cl)c1	27	-3	0	26	0.1	-1.1	5	0	1
CCOC(=O)c1c(-c2cccs2)csc1NC(=O)CC(C)C	8	-10	0	-3	-0.1	2.7	1	2	-1
Cn1c(=NC(=O)c2ccco2)sc2cccc(F)c21	-21	4	2	-1	-0.1	1.7	2	-1	8
CSc1ccc(NC(=O)Nc2ccccc2C(N)=O)cc1	7	-3	-4	1	0.1	2.3	1	-1	8
Cc1cc(C)c(C(=O)/C=C/c2cccs2)c(=O)[nH]1	152	-5	1	-9	0.3	3.0	2	-2	-4
CC(C)(C)c1cc(C(=O)NCc2ccccc2)ccn1	-1	1	-4	1	0.0	3.1	-3	-2	-3
CCOC(=O)C1(C)NC(c2ccccc2F)C2C(=O)N(c3cccc(C(C)=O)c3)C(=O)C21 (stereo not given)	-10	-2	-1	4	-0.1	-0.5	0	1	2
O=C(CN1C(=O)c2ccccc2C1=O)NCC(=O)OCC(=O)c1ccc(Cl)cc1	-4	12	-2	8	0.0	1.7	-15	3	-2
CC(C)C(NC(=O)c1c(F)cccc1F)C(=O)N1CCN(S(=O)(=O)c2ccc(F)cc2)CC1 (stereo not given)	1	2	-4	-2	-0.1	-1.2	/	/	/
CNC(=S)NNC(=O)c1sc(-c2cc(C)on2)nc1C	1	5	-3	-1	0.0	0.0	0	-3	-1
Cc1cc(C(=O)NC2CCCc3c2cnn3-c2cc(F)cc(F)c2)nn1C (stereo not given)	0	-2	-1	7	2.5	-1.7	0	-3	-5
Cc1nnc(C)n1/N=C/c1cc(Br)cc(Br)c1O	-2	2	-2	2	0.0	0.0	0	-8	-22
Cc1ccc(CNC(=O)C2(C(F)(F)F)C/C(=C\Cc3ccccc3)CCCO2)o1 (stereo not given)	2	-4	0	-5	0.1	1.7	-1	1	13
COc1ccc(OCC(=O)Nc2ccc3c(c2)C(=O)NC3=O)cc1	-2	2	-3	5	-4.7	2.3	-3	5	-12

Entries of single compounds, looked up by structure.
`CSc1ccc(NC(=O)Nc2ccccc2C(N)=O)cc1` in the list: JMJD2C inh: 7; LYPLA2 counter: -3; PP1 inh: -4; PREPL inh: 1; Efflux pump mplx: 0.1; PP5 primary: 2.3; CTSL1 counter: 1; TPT1 inhibitor: -1; core dimer inh: 8
`COC(=O)c1sc(NC(=O)CC(C)C)c(C(=O)OC)c1C` in the list: JMJD2C inh: 14; LYPLA2 counter: -3; PP1 inh: 2; PREPL inh: 5; Efflux pump mplx: 0.1; PP5 primary: 1.6; CTSL1 counter: 1; TPT1 inhibitor: 2; core dimer inh: 5

Next part
SMILES	JMJD2C inh	LYPLA2 counter	PP1 inh	PREPL inh	Efflux pump mplx	PP5 primary	CTSL1 counter	TPT1 inhibitor	core dimer inh
CCOc1ccccc1NC(=O)CCc1nnc2ccc(N3CCC4(CC3)OCCO4)nn12	-8	3	1	8	-0.3	1.0	3	0	-20
c1ccc2c(c1)c1cccc3ccc4cccc2c4c31	8	-4	-1	-1	0.2	-1.2	/	/	/
CN(Cc1ccccc1)C(=O)c1ccc(Cl)c([N+](=O)[O-])c1	-4	-7	1	5	0.5	-0.7	-3	3	0
CC(Oc1ccc(Cl)cc1)c1ccnn1S(C)(=O)=O (stereo not given)	17	-2	-2	-5	0.0	1.4	0	2	3
NCC1CC2c3ccccc3C1c1ccccc12 (stereo not given)	-14	-3	2	-12	0.0	0.6	-3	-3	7
COc1ccccc1C(O)(C(=O)NNc1ccccc1C)c1ccccc1OC	4	1	-5	14	0.7	0.6	-1	4	-11
CC(=O)N1N=C(c2cccc(Cl)c2)OC1c1ccc(C(C)C)cc1 (stereo not given)	-6	-4	-1	-19	0.0	0.9	1	0	10
O=C(COc1ccc(Cl)cc1Cl)NNC(=S)NC(=O)c1ccco1	-6	5	5	-5	-0.3	-1.8	-2	0	4
CC(=O)Nc1ccc(Cl)c(-c2nc3ncccc3o2)c1	-2	3	-1	1	0.0	0.4	-2	-3	6
COc1ccc(C(C(=O)NC(C)(C)C)N(C(=O)CCC(=O)Nc2cc(C)on2)c2c(C)cccc2C)cc1 (stereo not given)	1	0	0	2	0.3	-0.1	3	-9	5
COc1ccc(CN(CC(=O)NCc2ccco2)C(=O)CCC(=O)Nc2ccccn2)cc1	19&8	5	0	-10	0.1	3.1	-1	-5	-8
COCCCNC(=O)C1CCC(CNS(=O)(=O)c2ccc(Cl)cc2)CC1 (stereo not given)	24	5	-4	3	-0.1	-0.6	-1	1	-1

Compound activity from PubChem.

These rows are one share of the data, so the mix of outcomes need not match the whole.
